# GSTO1 counter: blocks human GSTO1 in RBBP9 counter-screen; P78417; recombinant GSTO1, activity-based probe fluorescence polarization; inhibition, % at 5.96 µM; 300,000 tested, 1.1% active; AID 1974;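 active = inhibition above the campaign mean inhibition plus 3 SD, cut at about 35% in these data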;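 also: 0% = GSTO1-1 with DMSO and 100% = wells lacking GSTO1-1 enzyme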
# Target sequence (P78417 whole entry, looked up): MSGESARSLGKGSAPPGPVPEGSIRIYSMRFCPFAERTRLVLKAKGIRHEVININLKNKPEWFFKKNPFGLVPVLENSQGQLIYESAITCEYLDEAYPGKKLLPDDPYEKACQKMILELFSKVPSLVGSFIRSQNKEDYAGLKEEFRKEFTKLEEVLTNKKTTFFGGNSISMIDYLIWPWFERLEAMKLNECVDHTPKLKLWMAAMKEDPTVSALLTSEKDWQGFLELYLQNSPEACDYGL
# TPT1 inhibitor: C. albicans TPT1 enzyme inhibition | recombinant caTPT1, FP RNA substrate dephosphorylation | inhibition, % at 5 µM | 300,000 tested, 0.81% active | AID 1962;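 active = inhibition above the mean of all tested compounds plus 3 SD, set per screening campaign, cut at about 24% in these data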;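 also: plate controls were DMSO alone for no effect and ferristatin control at 100 nM for full effect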
# GLD-1 TGE inh: GLD-1-TGE RNA interaction inhibition (C. elegans) | Q17339 | purified GLD-1 + fluorescein TGE RNA, fluorescence polarization | inhibition, % at 5.96 µM | 320,000 tested, 0.44% active | AID 2280;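 active = percent inhibition above a per-plate cutoff, the plate mean of test compounds plus 3 SD, cut at about 30% in these data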;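 also: 0% = DMSO wells with GLD-1 and probe and 100% = wells lacking GLD-1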
# MCL1-BIM inh: disrupts human MCL1 binding to BIM-BH3 peptide | Q07820 | inhibition, % at 10.9 µM | GST-MCL1 / FITC-Bim-BH3 fluorescence polarization | 320,000 tested, 0.68% active;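 active = inhibition above the mean inhibition of all tested compounds plus 3 SD, set per campaign, cut at about 40% in these data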;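 also: 0% = DMSO wells and 100% = unlabeled Bim-BH3 peptide control; higher means more loss of mP so more displacement of Bim peptide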
# Target sequence (Q07820 whole entry, looked up): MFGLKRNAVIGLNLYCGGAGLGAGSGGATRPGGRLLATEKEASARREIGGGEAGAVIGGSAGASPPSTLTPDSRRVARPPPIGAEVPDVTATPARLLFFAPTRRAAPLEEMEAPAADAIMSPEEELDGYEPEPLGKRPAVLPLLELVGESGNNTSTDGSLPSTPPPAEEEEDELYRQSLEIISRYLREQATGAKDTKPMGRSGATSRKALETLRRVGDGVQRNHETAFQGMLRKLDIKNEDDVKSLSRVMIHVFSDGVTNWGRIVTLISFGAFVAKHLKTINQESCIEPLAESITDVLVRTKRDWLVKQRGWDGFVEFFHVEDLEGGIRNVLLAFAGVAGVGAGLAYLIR
# Fam108B counter: Fam108B inhibition, counter-screen for RBBP9 inhibitors; recombinant Fam108B, FP-Rh probe fluorescence polarization; inhibition, % at 9.51 µM; 300,000 tested, 0.33% active; AID 1947;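 active = inhibition above the screen mean inhibition plus 3 SD, computed separately per campaign, cut at about 18% in these data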;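 also: inhibitors lower polarization as less probe binds the enzyme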
# MEX-5 binding: C. elegans MEX-5 TCR-2 RNA binding activity. Q9XUB2. MEX-5/FITC-TCR2 RNA binding, fluorescence polarization; stronger effect = lower value. activity score (negative = inhibition of binding), % at 10 µM. 300,000 tested, 0.38% active. AID 1832;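 active = inhibition past about -25% in most replicates, and total fluorescence under double the plate's negative control median, limit read from the data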;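 also: 0% = DMSO and -100% = 5 µM competing unlabeled TCR2 RNA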
# PME-1 primary: blocks human protein phosphatase methylesterase 1. Q9Y570. recombinant PME-1, FP-Rh probe fluorescence polarization. inhibition, % at 5.9 µM. 320,000 tested, 0.53% active;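 active = inhibition above the campaign mean of all compounds plus 3 SD, cut at about 26% in these data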;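 also: competitive labeling of PME-1 active site by serine hydrolase directed probe; 0% = PME-1 with DMSO and 100% = wells lacking PME-1 enzyme; inhibitors block probe labeling so polarization falls and inhibition rises; many of its hits are not listed in these tables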
# Bcl-xL primary: Bcl-xL (human) inhibition; inhibition, % at 10.9 µM; GST-Bcl-xL / FITC-Bim BH3 peptide fluorescence polarization; Q07817; 320,000 tested, 0.7% active;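 active = inhibition above the mean of all tested compounds plus 3 SD, cutoff set per campaign, cut at about 30% in these data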;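 also: 0% = DMSO wells and 100% = unlabeled Bim-BH3 peptide competitor; inhibitors lower millipolarization by displacing the labeled peptide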
# Target sequence (Q07817 whole entry, looked up): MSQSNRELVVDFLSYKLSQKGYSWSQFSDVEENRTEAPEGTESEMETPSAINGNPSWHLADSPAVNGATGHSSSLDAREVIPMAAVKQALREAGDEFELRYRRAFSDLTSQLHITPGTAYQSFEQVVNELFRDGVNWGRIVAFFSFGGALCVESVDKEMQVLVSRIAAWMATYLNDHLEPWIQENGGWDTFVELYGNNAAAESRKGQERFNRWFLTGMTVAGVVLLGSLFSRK
# PAD4 inh: PAD4 (human) enzyme inhibition; Q9UM07; recombinant PAD4, RCA probe fluorescence polarization; inhibition, % at 6.36 µM; 330,000 tested, 0.41% active; AID 485272;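 active = percent inhibition above a cutoff equal to the mean of all tested compounds plus 3 SD, cut at about 15% in these data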;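 also: 0% = PAD4 with RCA probe and DMSO and 100% = probe without PAD4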
# Active calls of the source: *; . = not tested or not shown.
SMILES	GSTO1 counter	TPT1 inhibitor	GLD-1 TGE inh	MCL1-BIM inh	Fam108B counter	MEX-5 binding	PME-1 primary	Bcl-xL primary	PAD4 inh
O=C(c1ccccc1)C1CCN(CC(=O)N2CCN(c3ccccc3)CC2)CC1	-6	-2	-7	8	0	0.3	-13	6	-5
Cc1cc(C)cc(OCC(=O)N/N=C\c2cn(C)nc2C)c1	0	0	-1	-6	1	0.0	6	-5	-8
CCOC(=O)C1CCCN(c2c(Nc3ccc(OCC)cc3)c(=O)c2=O)C1 (configuration not stated)	5	1	-1	1	1	-1.7	-1	1	-1
O=C(CSc1nc(-c2ccccc2Cl)ns1)NCc1ccco1	-4	-7	-1	-5	11	1.9	5	-2	3
COc1cc(NC(=O)CCc2c(C)nc3nc(C)nn3c2C)cc(OC)c1	-3	1	5	1	-3	-1.6	3	5	-1
CCn1c(CNc2ccc(F)cc2)nnc1SCC#N	1	-3	2	-3	-5	0.0	2	-1	-7
CCSc1nnc(NC(=O)COc2ccc(Cl)cc2)s1	-1	-4	6	4	1	-0.2	1	5	-2
O=C(Cc1ccc(Cl)cc1)NNC(=O)Nc1cccc2ccccc12	7	1	1	5	-1	2.1	-6	1	-2
CC(C)(C)C(=O)Nc1ccc(C(=O)NCc2cccnc2)cc1	2	3	2	0	-9	2.3	-3	6	-2
O=C(c1cnn(Cc2ccccc2)c1)N1CCN(S(=O)(=O)/C=C/c2ccccc2)CC1	.	.	5	3	.	.	6	2	-1
CCN(CC)C1=N/C(=C\c2ccc(OC)cc2)C(=O)N1c1ccccc1	3	-4	-4	6	10	0.8	0	-2	0
CN=C(Nc1cc(C)nn1-c1ccccc1)c1ccccc1	4	0	3	6	0	0.2	-4	3	-4
O=C(Nc1ccc(NC(=O)C2CC2)nc1)c1cccs1	-13	2	-9	-5	5	-1.4	0	-2	-3
Cn1c(SCc2ccc(F)cc2Cl)nc2ccccc2c1=O	.	.	13	5	.	.	-5	2	-6
C=CCNc1cc(C)oc(=O)c1C(=O)CCC	2	1	9	-4	2	0.2	-5	0	3
CN(C)CCCNC(=O)c1cc(C(=O)c2c(Cl)cccc2Cl)c[nH]1	2	0	8	1	-8	-0.1	-2	-1	4
COc1ccc(CCNC(=O)CN(C)S(=O)(=O)c2ccc(Br)s2)cc1OC	3	0	7	5	0	1.7	3	7	4
Cc1cc(N(C)/N=C/c2ccccc2O)nc(-c2ccccc2O)n1	2	0	3	0	0	1.2	1	-2	3
O=C(Cc1cccs1)N(CC1CCCO1)C1(C(=O)NC2CCCC2)CCCCC1 (configuration not stated)	7	-1	0	7	3	2.3	-1	6	3
Cn1ccnc1SCC(=O)c1ccc([N+](=O)[O-])cc1	-3	2	7	-4	0	3.0	-6	-6	-2
CC(C)c1ccc(-c2csc3nc[nH]c(=O)c23)cc1	-2	-1	-2	17	2	-0.3	2	7	-4
COc1ccc(NC(=O)CSc2ccc3ccccc3c2)cc1S(=O)(=O)N1CCCCC1	-35	2	0	-7	-20	1.2	-29	1	-17
Cc1cc(C(F)F)n2nc(C(=O)O)nc2n1	3	-2	6	5	2	-2.4	2	6	-2
CN(C)CCOCCOc1ccc(Cl)cc1C(C)(C)C	11	0	7	-5	2	0.5	-4	8	-2
COc1ccc(S(=O)(=O)N2CCC(C(=O)NC(c3nc4ccccc4[nH]3)C(C)C)CC2)cc1 (configuration not stated)	.	.	8	3	.	.	-8	-6	0

SMILES	GSTO1 counter	TPT1 inhibitor	GLD-1 TGE inh	MCL1-BIM inh	Fam108B counter	MEX-5 binding	PME-1 primary	Bcl-xL primary	PAD4 inh
COc1ccccc1C(=O)Nc1ccc2c(c1)CCCN2C(=O)c1ccccc1	1	1	-6	-2	8	2.0	14	-1	2
Cc1nnc(SCCN2C(=O)c3ccccc3C2=O)[nH]c1=O	0	-3	8	5	0	0.5	1	4	-7
Cc1ccc2cc(CN(Cc3ccco3)C(=O)NCc3ccccc3)c(=O)[nH]c2c1C	-3	3	2	-7	-1	1.6	-2	-6	1
CCn1nc(C)cc1C(=O)Sc1cccc(Br)c1	5	-1	2	4	1	0.8	2	-4	1
NS(=O)(=O)c1ccc(CCNC(=O)C2(S(=O)(=O)c3ccc(Cl)cc3)CC2)cc1	-3	1	1	8	-6	1.1	-3	9	2
COc1c(S(=O)(=O)NCCCn2ccnc2)ccc(Cl)c1Cl	1	-4	2	6	2	-0.2	0	4	-4
Cc1ccc(/C=N/N(Cc2ccccc2)c2ccccc2)o1	-1	-2	2	-2	2	1.2	1	5	-4
O=C(NCCN1CCN(c2ccccc2F)CC1)C1CCCN(S(=O)(=O)c2cnc[nH]2)C1 (configuration not stated)	-4	1	7	-1	0	0.7	1	1	-1
O=C(NCCN1CCOCC1)c1cnn2c1NC(c1cccs1)CC2C(F)(F)F (configuration not stated)	3	-3	-3	-3	-1	-1.0	5	1	0
COc1ccc(OC)c(-n2c(=S)[nH]c3cc(C(=O)N(C)Cc4ccccc4)ccc3c2=O)c1	8	1	4	6	3	3.4	5	8	3
Cc1cc(NC(=O)CCSc2ccccc2)ccc1Br	-5	2	6	2	-7	-0.2	-7	5	-6
COc1ccc(C(=O)NCCNc2ccccc2[N+](=O)[O-])cc1	0	0	-4	5	0	-1.8	-4	4	-1
Cc1ccc(N2CCN(C(=S)c3ccc(N(C)C)cc3)CC2)cc1	-3	10	5	3	1	1.2	7	-3	1
O=C(CN1CCC(NC(=O)Nc2ccccc2)CC1)Nc1ccccc1F	4	-3	-6	-2	2	2.4	3	5	-2
Cn1nnnc1Sc1c(Cl)cccc1[N+](=O)[O-]	6	-1	-2	-1	0	1.5	-4	4	-3
COc1ccccc1Nc1nc2ccccc2n1C	6	-3	-1	3	1	1.9	4	6	1
O=C(COC(=O)c1c[nH]c(=O)[nH]c1=O)Nc1ccccc1F	-3	1	-6	1	-2	1.2	0	-1	-6
N#C/C(=C\c1c(N2CCC(C(N)=O)CC2)nc2ccccn2c1=O)C(=O)NC1CCCCC1	2	2	-4	-5	1	-0.8	-6	0	-1
Cc1ccc(C(=O)O)cc1NC(=S)NC(=O)c1ccc([N+](=O)[O-])c(C)c1	3	-4	-3	3	8	-1.4	2	4	2
CCOC(=O)Cc1[nH]nc2c1C(c1cc(OC)ccc1OC)C(C#N)=C(N)O2 (configuration not stated)	8	1	2	0	3	-1.9	-4	2	-7
COC(=O)C(C(=O)OC)C(C[N+](=O)[O-])c1ccc(O)c(OC)c1 (configuration not stated)	7	-5	6	10	1	1.5	5	8	8
COCCOC(=O)C1=C(C)NC(=O)NC1c1cccc(F)c1 (configuration not stated)	2	3	-3	5	4	-4.3	0	5	5
CC(C)c1cccc(C(C)C)c1NC(=O)CN1C(=O)NC2(CCCCCCC2)C1=O	.	.	2	-3	.	.	4	0	18*
COc1ccc(NC(=O)C2CCN(S(=O)(=O)c3cccc4nonc34)CC2)c(OC)c1	0	1	-2	-6	3	-1.1	-5	2	-3
Cc1nonc1C(=O)N/N=C/c1ccc(O)cc1	3	2	2	2	5	.	8	2	3

SMILES	GSTO1 counter	TPT1 inhibitor	GLD-1 TGE inh	MCL1-BIM inh	Fam108B counter	MEX-5 binding	PME-1 primary	Bcl-xL primary	PAD4 inh
COc1ccc(-c2cc(C(=O)N3CCN(c4ccccc4)CC3)c3ccccc3n2)cc1OC	-1	6	8	-4	2	0.3	-7	-2	-6
COc1ccc(-c2nn(-c3ccccc3)cc2C(=O)N(C)CC(=O)Nc2cccc(F)c2)cc1	.	.	2	-4	.	.	-9	-2	-3
COc1ccc(Cn2c(SCC#N)nc3ccc(N4CCOCC4)cc3c2=O)cc1	24	0	-1	6	9	.	-3	8	-2
Cc1ccc(N2CCN(S(=O)(=O)c3nnc(NC(=O)c4ccco4)s3)CC2)cc1	-27	-1	4	8	-4	0.8	-9	5	2
O=C(COc1ccc2c3c(c(=O)oc2c1)CCCC3)NC(Cc1ccc(Cl)cc1)C(=O)O (configuration not stated)	-2	-4	1	7	-4	-1.2	-6	7	-1
COc1ccc(NC(=O)c2cc(C)no2)cc1OC	7	3	7	-7	-1	-1.6	-7	0	-1
COC(=O)Cc1coc2cc(OC)ccc12	.	.	1	2	.	.	0	5	0
Cc1cc(NC(=O)CCC(=O)N(c2ccccc2)C(C(=O)NC2CCCC2)c2ccc(F)cc2)no1 (configuration not stated)	1	-1	3	5	1	0.1	10	0	-1
O=C(Cn1c(CO)nc2ccccc21)Nc1cc(C(F)(F)F)ccc1N1CCOCC1	3	0	3	0	2	-3.0	0	-3	-2
N#Cc1cc(C#N)c(N2CCN(c3ccccn3)CC2)nc1N	-16	-3	-1	8	3	-2.4	5	6	0
C=Cn1cc[n+](CC(=O)c2ccc(Br)s2)c1	-2	-3	-1	7	-5	0.2	3	-1	-8
COc1ccccc1CCNC(=O)c1nccnc1C(=O)O	5	-3	0	-5	-5	-0.2	1	6	1
CCc1ccc(NC(=O)N2CCN(C(=O)C3CCCO3)CC2)cc1 (configuration not stated)	5	-4	4	0	-3	0.8	6	-2	-2
c1cncc(C(c2nnnn2C2CCCC2)N2CCN(Cc3ccc4c(c3)OCO4)CC2)c1 (configuration not stated)	-3	1	-4	-5	-3	-1.0	1	1	-5
Cn1c(=O)c2c(nc(NCc3ccco3)n2Cc2ccccc2Cl)n(C)c1=O	6	1	0	2	3	0.6	-4	1	-2
Cc1sc2ncnc(NCC(c3ccccc3)N(C)C)c2c1C (configuration not stated)	-8	1	1	1	-5	1.1	-4	1	1
Cc1ccc2nc(SCCCCOc3ccccc3)[nH]c2c1	-4	-1	3	0	2	0.1	-12	3	-1
CCN(CC)C(=O)CSc1nc2ccccc2n1CC(=O)N1CCN(c2ccccc2OC)CC1	8	0	-2	7	-3	-2.7	3	3	-5
CCN1CCN(c2oc(-c3ccc(OC)cc3)nc2C#N)CC1	1	2	2	6	2	0.0	-3	3	5
Cc1cccc(CCNC(=O)c2oc3c(C)c(C)ccc3c2C)n1	-1	3	4	13	2	0.2	1	0	-1
CC(NS(=O)(=O)c1ccc(Br)cc1)C(c1cccs1)N1CCN(C)CC1 (configuration not stated)	-2	-4	-8	7	1	0.2	-1	3	2
O=C(COc1ccc(Cl)cc1Cl)NN1C(=O)C2C3C=CC([C@@H]2C1=O)C31CC1 (some centres not stated)	2	2	-3	0	3	0.3	1	2	-1
CCOC(=O)C1=C(C)NC(C)=C(C(=O)OCC)C1c1cccc(C)n1	-4	-1	8	1	2	-0.3	-8	2	1
Cc1nn(C)c(C)c1NS(=O)(=O)c1cccc(Br)c1	5	-6	-1	-7	-5	1.5	-1	-3	-2
CC(C)(C)c1ccc(OC(=O)N2CCOCC2)cc1	-6	-2	7	0	4	2.8	-2	9	2
CC(CC(=O)NCc1ccco1)S(=O)(=O)c1ccc2c(c1)CCN2C(=O)C1CC1 (configuration not stated)	-2	-3	2	8	0	-1.7	3	10	-2
CCOC(=O)c1ccc(NC(=O)[C@@H](NC(N)=O)C(C)C)cc1	3	-46	98*	120*	-1	-0.9	-4	110*	6
Cc1cc2oc(C(=O)N(Cc3ccc(N(C)C)cc3)CC3CCCO3)c(C)c2cc1C (configuration not stated)	1	2	14	7	3	1.4	-3	4	-3

# Source: PubChem BioAssay (several laboratories)

# The list is partial; count on the stated rates, not on these rows.
